Assay outcomes deposited in PubChem by several laboratories.
STEP block – blocks human striatal-enriched tyrosine phosphatase; 360,000 tested, 0.25% active; P54829; inhibition, % at 20 µM; AID 588621; recombinant STEP, OMFP fluorogenic substrate, fluorescence;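 active = inhibition at 20 µM, scaled per plate between control wells, above about 37%, limit read from the data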;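 note: 0% = DMSO with enzyme and substrate and 100% = substrate only without enzyme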
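System: STEP phosphatase, cell-free reaction; Buffer or medium: Bis-Tris pH 6.0 buffer with DTT, detergent; Incubation: 20 min at room temperature, dark; Measured by: fluorescence, 480/540 nm.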
DNMT1 inh – DNMT1 (human) enzyme inhibition | 360,000 tested, 0.83% active | DNMT1 molecular beacon, Hinp1I cleavage, fluorescence | inhibition (reported as % activation of signal), % at 10 µM | P26358; in the data active = inhibition above about 50%
NadD inh – blocks S. aureus nicotinate mononucleotide adenylyltransferase. purified NadD enzyme, colorimetric absorbance read-out. inhibition, % at 20 µM. 360,000 tested, 0.78% active; in the data active = inhibition above about 26%; note: some compounds past the cut are filed as inactive
LMPTP inh – blocks human LMPTP phosphatase; inhibition, % at 20 µM; P24666; recombinant LMPTP-A, OMFP fluorogenic substrate, fluorescence intensity; 360,000 tested, 0.22% active;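 active = compounds that cut the enzyme signal by at least half of the control window in the single-dose screen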;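 note: plate controls were DMSO wells with enzyme plus substrate for no effect and substrate without enzyme for full effect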
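Material: LMPTP-A; amount: 0.625 nM enzyme; doses: single 20 µM dose; times: reaction 50 min, room temperature, dark; technique: fluorescence intensity of OMFP turnover product; benchmarks: no-enzyme and uninhibited controls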
SKN-1 block – C. elegans SKN-1 inhibition | 360,000 tested, 0.49% active | C. elegans VP596 Pgst-4::GFP/RFP ratio, acrylamide-induced, 24 h | inhibition, % at 21.8 µM;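 active = interference check ratio from 0.5 to 1.5 plus GFP to RFP signal ratio inhibition reaching or exceeding a fixed threshold, cut at about 30% in these data, passing the limit was not always enough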; note: some compounds called inactive have numbers as strong as hits
Tb MetRS inh – Trypanosoma brucei MetRS inhibition; purified T. brucei MetRS, ATP depletion, Kinase-Glo luminescence; inhibition, % at 11.9 µM; 360,000 tested, 0.4% active; AID 624268;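 active = inhibition above a per-plate cutoff of the control wells' mean inhibition plus 3 SD, cut at about 5.5% in these data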;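 note: 0% = DMSO wells median and 100% = median of wells with control inhibitor compound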
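Test system – parasite MetRS enzyme · Reagent – substrates ATP, L-methionine and bulk Escherichia coli tRNA · Doses – 11.9 µM compound single dose, 0.9% DMSO · Times – 15 min enzyme-compound preincubation, 2 h reaction, 10 min detection, 25 °C · Signal – Kinase-Glo luminescence, ATP depletion format · Controls – DMSO-only wells as low control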
Scp-1 inhibitor – inhibitors of human Scp-1 phosphatase; Q9GZU7; Recombinant Scp1, phosphopeptide, malachite green phosphate absorbance; inhibition, % at 20 µM; 340,000 tested, 0.88% active; AID 493091;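 active = inhibition above about 50% at 20 µM, limit read from the data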;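 note: plate controls were DMSO wells with enzyme for no effect and wells lacking enzyme for full effect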
Target sequence (Q9GZU7 76-261 limits assumed): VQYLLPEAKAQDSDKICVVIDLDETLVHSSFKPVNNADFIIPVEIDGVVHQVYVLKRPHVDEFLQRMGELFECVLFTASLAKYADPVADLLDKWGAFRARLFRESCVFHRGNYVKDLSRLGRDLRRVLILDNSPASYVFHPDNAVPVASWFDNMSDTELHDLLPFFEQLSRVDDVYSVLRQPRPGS
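System: truncated SCP-1 phosphatase (76-261aa); medium: Tris acetate buffer pH 5.5 with MgCl2 and Tween-20; incubation: 45 min room-temperature reaction, 5 min colour, 30 min stabiliser; compound: single 20 µM dose, 1% DMSO; reagent: Phosphorylated 17-residue peptide substrate; read-out: % inhibition at 20 µM; technique: colorimetric free-phosphate detection, absorbance 630 nm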
SUMO1 PPI mod – alters human SUMO1 binding to SIM partners | 360,000 tested, 0.33% active | P63165 | SUMO1 binding to a labelled peptide, TR-FRET, 1 h | inhibition, % at 20 µM; in the data active = inhibition above about 37%
Neddyl block – inhibitors of human cullin neddylation | P61081+Q13564 | TR-FRET cullin neddylation, biochemical | calls only at 25 µM | 360,000 tested, 0.58% active | AID 651699; in the data active = inhibition above about 36%
NRP1-CendR mod – NRP-1/CendR interaction modulation. 360,000 tested, 0.85% active. FAM-RPARPAR peptide binding to NRP-1, fluorescence polarization. inhibition, % at 25 µM;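 active = inhibition or corrected inhibition above about 18%, plus a signal ratio from 0.5 to 1.5, limit read from the data, passing the limit was not always enough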; note: strong numbers were not always called active
Target sequence (O14786 whole entry, looked up): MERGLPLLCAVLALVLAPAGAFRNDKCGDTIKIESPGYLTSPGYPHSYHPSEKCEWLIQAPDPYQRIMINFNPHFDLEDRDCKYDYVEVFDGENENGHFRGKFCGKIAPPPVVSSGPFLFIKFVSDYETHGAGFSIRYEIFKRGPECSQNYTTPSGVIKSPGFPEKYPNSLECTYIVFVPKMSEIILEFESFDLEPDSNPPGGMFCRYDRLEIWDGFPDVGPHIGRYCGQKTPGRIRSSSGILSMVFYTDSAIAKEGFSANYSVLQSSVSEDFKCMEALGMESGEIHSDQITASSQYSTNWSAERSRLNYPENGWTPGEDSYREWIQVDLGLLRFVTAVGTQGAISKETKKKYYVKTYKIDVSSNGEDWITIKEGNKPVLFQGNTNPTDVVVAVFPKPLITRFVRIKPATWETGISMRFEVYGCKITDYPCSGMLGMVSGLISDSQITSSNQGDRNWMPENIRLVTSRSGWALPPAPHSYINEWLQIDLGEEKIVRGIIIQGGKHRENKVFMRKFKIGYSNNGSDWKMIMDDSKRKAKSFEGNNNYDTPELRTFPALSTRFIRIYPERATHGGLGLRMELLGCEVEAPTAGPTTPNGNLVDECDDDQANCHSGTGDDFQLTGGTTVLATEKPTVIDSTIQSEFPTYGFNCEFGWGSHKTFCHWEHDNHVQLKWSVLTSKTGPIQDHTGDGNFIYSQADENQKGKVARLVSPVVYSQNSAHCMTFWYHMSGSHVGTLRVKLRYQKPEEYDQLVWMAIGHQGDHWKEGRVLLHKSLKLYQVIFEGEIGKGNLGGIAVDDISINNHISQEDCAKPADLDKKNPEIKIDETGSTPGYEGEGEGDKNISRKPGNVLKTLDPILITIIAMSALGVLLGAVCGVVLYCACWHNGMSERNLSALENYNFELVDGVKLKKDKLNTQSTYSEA
An asterisk follows results filed as active; i = inactive; . = no result given.

Each structure is followed by: STEP block | DNMT1 inh | NadD inh | LMPTP inh | SKN-1 block | Tb MetRS inh | Scp-1 inhibitor | SUMO1 PPI mod | Neddyl block | NRP1-CendR mod
COC(=O)C1=C(c2ccc(-c3ccccc3)c(F)c2)C[C@@H]2CC[C@H]1N2C(=O)NCCOc1ccccc1
    1 | -10 | -4 | 7.6 | 0 | -0.5 | -14 | 2 | i | 16
CCCCCn1c(=O)c(C(=O)Nc2ccccc2N)c(O)c2ccccc21
    2 | 10 | 9 | 1.1 | 4 | -1.1 | -4 | 1 | i | 1
CC(C)N1CCN(Cc2ccc3c(c2)OCCO3)CC1CCO (configuration not stated)
    0 | 0 | -4 | -1.0 | 1 | 0.1 | -9 | -1 | i | 2
Cc1cccc(-n2c(-c3ccco3)nc3ccccc3c2=O)n1
    0 | 2 | -3 | -2.9 | 6 | -1.4 | -9 | -1 | i | -2
CCN(CC)N=O
    4 | -2 | 1 | -0.1 | 4 | 0.0 | 3 | 0 | i | 10
CC(=NCC1CCCO1)c1c(O)n(C2CCCCC2)c(=O)[nH]c1=O (configuration not stated)
    2 | 1 | -1 | -1.9 | 10 | 1.0 | -7 | -2 | i | 7
CCCCCCN1CCN(c2ccccc2Cl)CC1
    -4 | 5 | -1 | -0.2 | -8 | -1.1 | 0 | -2 | i | -3
Cn1c(O)c(C=NCCOc2ccc(Cl)cc2)c(=O)n(C)c1=O
    2 | 2 | -5 | -0.1 | -26 | -0.7 | -5 | 2 | i | 6
COC(=O)C(O)(c1ccc(N=Cc2ccccc2O)c(C)c1)C(F)(F)F (configuration not stated)
    -1 | 2 | -1 | -0.6 | 7 | 0.6 | -10 | 3 | i | -6
CSCCC(c1nnnn1-c1ccc2c(c1)OCCO2)N1CCC2(CC1)C(=O)NCN2c1ccccc1 (configuration not stated)
    1 | -6 | 3 | 1.2 | 17 | 0.2 | . | 5 | i | 4
CCOC(=O)N(c1ccccc1)P1(=S)OCC(C)O1 (configuration not stated)
    2 | -2 | -1 | -0.9 | 1 | -1.1 | -6 | 1 | i | -2
c1ccc(CN2CCNCC2)nc1
    0 | 3 | -7 | -2.6 | 15 | -1.3 | 6 | 6 | i | 3
CCCCn1c(=O)c(C(=O)NCc2ccccc2)c(O)c2ccccc21
    3 | -1 | 4 | 3.2 | 0 | -0.2 | -9 | 1 | i | 2
CCOc1cc(/C=C2/C(=O)NC(=O)N(c3ccc(CC)cc3)C2=O)ccc1OC(=O)c1cccs1
    3 | 2 | 9 | 1.0 | 1 | -0.8 | 2 | 6 | i | -54
Cc1cc(OCC(=O)N[C@@H](Cc2ccccc2)C(=O)O)c2c3c(c(=O)oc2c1)CCC3
    -2 | 0 | -1 | -0.6 | 0 | -2.1 | -1 | 7 | . | -11
O=C1NC(=O)C(=CN2CCc3ccccc32)C(=O)N1
    1 | -4 | -8 | 1.4 | 5 | -0.1 | -14 | 4 | i | 0
C#CCOCOCC#CCN(CC)CC
    -8 | 2 | -2 | 1.5 | -8 | -0.9 | -5 | 5 | i | -3
Cc1ccc(NS(=O)(=O)c2ccc(OCC(=O)N3CCN(C)CC3)cc2)cc1
    2 | 2 | 0 | 0.3 | -6 | -0.6 | 1 | 0 | i | 6
COOCC1(C(=O)OC)C[C@H](c2ccc(OC)cc2)N(Cc2ccccc2OC)[C@@H]1c1ccccc1C (some centres not stated)
    . | . | . | 2.9 | -3 | -0.5 | . | 1 | i | -5
CCN(CC)c1ccc(N=Cc2c(O)n(-c3ccccc3)c(=O)[nH]c2=O)cc1
    0 | -7 | 0 | 1.8 | 8 | -0.8 | -16 | -30 | i | -58

New compounds follow
Each structure is followed by: STEP block | DNMT1 inh | NadD inh | LMPTP inh | SKN-1 block | Tb MetRS inh | Scp-1 inhibitor | SUMO1 PPI mod | Neddyl block | NRP1-CendR mod
CC(OC(=O)c1cn(C)c2ccccc12)C(=O)N(C)c1ccccc1 (configuration not stated)
    -1 | 1 | 0 | -0.7 | -20 | -0.7 | -1 | 4 | i | 4
O=P1(c2ccccc2)CC=CC1
    1 | 3 | 0 | -1.0 | -9 | 0.7 | . | -3 | i | -14
CCOC(=O)c1[nH]c(C)c(C(=O)N2CCC3(CC2)OCCO3)c1C
    -2 | -1 | 10 | -0.3 | 2 | -0.4 | -1 | 1 | i | 4
Nc1c(Cl)cc([N+](=O)[O-])cc1Cl
    -1 | 1 | -4 | 2.0 | 10 | -0.4 | 6 | -29 | i | 9
S=C(c1ccc(Cl)cc1)N1CCOCC1
    4 | -1 | -1 | -2.2 | 3 | 0.1 | -5 | 0 | i | 13
Oc1ccc(/C=N/NP(=S)(c2ccccc2)c2ccccc2)cc1
    -1 | -13 | 8 | 0.5 | 38* | -0.1 | -4 | 1 | i | -16
Cc1cccc(NP(=O)(Oc2ccccc2F)Oc2ccccc2F)c1
    -2 | -11 | -2 | 1.8 | 11 | -1.1 | -8 | 2 | i | 8
Clc1ccc2c(c1)C(OC1CN3CCC1CC3)c1ccccc1CS2 (configuration not stated)
    3 | 5 | -4 | -0.4 | 9 | -0.1 | -2 | 1 | i | 5
COc1ccc(OCC(=O)N2CCN(Cc3ccc(SC)cc3)CC2)cc1
    6 | 6 | 5 | -1.7 | -2 | 0.8 | -5 | 0 | i | 4
CCc1nc2ccc(N3CCN(C)CC3)cc2nc1CC
    1 | -2 | -7 | -2.2 | -6 | -0.4 | 4 | 7 | i | -3
COC(=O)C1=C(c2ccc(Cl)c(C(F)(F)F)c2)C[C@@H]2CC[C@H]1N2C(=O)NC1CCCCC1
    1 | 2 | 0 | 3.3 | 12 | -0.1 | -11 | 0 | i | 0
CCCCC1C(=O)NC(=S)N(C)C1=O (configuration not stated)
    13 | -2 | 2 | -0.9 | -8 | -0.3 | -5 | 0 | i | -2
CC(C)C12CN3CCN(CC(C3)/C1=N\O)C2
    1 | 2 | -4 | -0.9 | -20 | -0.1 | -1 | 0 | i | -2
Cc1cccc(CCNCc2cc3cc(C)cc(C)c3[nH]c2=O)c1
    9 | -6 | 4 | -0.2 | 1 | -0.5 | -5 | -14 | i | -6
CN(C)CP(=O)(O)CN(C)C=O
    -1 | 3 | -5 | -0.5 | -4 | -0.6 | -12 | 1 | i | -7
c1cncc(CNC2CCCCC2)c1
    -3 | 0 | -3 | -0.8 | 3 | 0.0 | -6 | -2 | i | 10
CN1[C@H]2CC[C@@H]1C(C(=O)N1CCOCC1)=C(O)C2
    -1 | 6 | -3 | -0.9 | 2 | -0.1 | -3 | 0 | i | 14
CN1CCC(N(C)c2nc(-c3ccc([N+](=O)[O-])cc3)nc3ccccc23)CC1
    1 | 39 | -4 | 11 | -23 | -1.3 | -7 | -12 | i | 10
O=[N+]([O-])c1ccc(N2CCCNCC2)c2ncccc12
    1 | 9 | -5 | 2.2 | -1 | -0.2 | 0 | -51 | i | 1
COc1ccc(-c2nc3ccc(Br)cn3c2CC(=O)N2CCCC2)cc1OC
    . | . | 7 | -1.0 | -16 | -0.7 | . | 2 | i | -24

By substructure: the entries above with an aryl methoxy group (3)
Each structure is followed by: STEP block | DNMT1 inh | NadD inh | LMPTP inh | SKN-1 block | Tb MetRS inh | Scp-1 inhibitor | SUMO1 PPI mod | Neddyl block | NRP1-CendR mod
COOCC1(C(=O)OC)C[C@H](c2ccc(OC)cc2)N(Cc2ccccc2OC)[C@@H]1c1ccccc1C (some centres not stated)
    . | . | . | 2.9 | -3 | -0.5 | . | 1 | i | -5
COc1ccc(OCC(=O)N2CCN(Cc3ccc(SC)cc3)CC2)cc1
    6 | 6 | 5 | -1.7 | -2 | 0.8 | -5 | 0 | i | 4
COc1ccc(-c2nc3ccc(Br)cn3c2CC(=O)N2CCCC2)cc1OC
    . | . | 7 | -1.0 | -16 | -0.7 | . | 2 | i | -24

(cont.)
| SMILES | STEP block | DNMT1 inh | NadD inh | LMPTP inh | SKN-1 block | Tb MetRS inh | Scp-1 inhibitor | SUMO1 PPI mod | Neddyl block | NRP1-CendR mod |
| --- | --- | --- | --- | --- | --- | --- | --- | --- | --- | --- |
| COC(=O)C1=C(c2ccc(OCc3ccccc3)cc2)C[C@@H]2CC[C@H]1N2C(=O)NCc1ccccc1C(F)(F)F | 2 | -3 | 7 | 5.1 | -3 | 0.2 | . | -3 | i | -1 |
| CC(=NCCO)c1c(O)n(C2CCCCC2)c(=O)[nH]c1=O | 0 | 0 | -3 | -0.3 | -18 | 0.1 | 1 | -2 | i | 11 |
| COC[C@H]1OC(=O)c2coc3c2[C@@]1(C)C1=C(C3=O)[C@@H]2CCC(=O)[C@@]2(C)C[C@H]1OC(C)=O | -1 | 3 | 3 | 3.6 | 9 | -0.6 | 12 | -43 | i | -27 |
| CN1CCN(c2ccc(S(=O)(=O)C(F)(F)F)cc2[N+](=O)[O-])CC1 | 1 | 1 | -1 | -0.6 | 3 | 0.4 | -5 | -11 | i | -3 |
| COC(=O)C1=C(C(=O)OC)C2OC1c1cc3ccccc3cc12 | 2 | -2 | 3 | -1.3 | -21 | -0.3 | -5 | 0 | . | 5 |
| C=CC12CN(C)C3C4COC(CC41)C1(C(=O)Nc4ccccc41)C32 (configuration not stated) | 2 | -4 | 0 | 0.3 | 12 | -0.1 | . | 3 | i | 14 |
| O=C(Cc1ccccc1)OCCN1CCCCC1 | 0 | 3 | 2 | -0.9 | 1 | 0.0 | -6 | 12 | i | 1 |
| COc1cc2c(cc1OC)-c1c(OC)c(OC)cc3c1C(C2)N(C)CC3 (configuration not stated) | 7 | 33 | 12 | 7.4 | 12 | -0.8 | 12 | 10 | i | -14 |
| CCOC(=O)[C@]12Cc3cc(OC)ccc3[C@H]1N(C)C(=O)c1ccccc12 | . | . | -3 | 0.4 | 7 | -0.1 | . | -2 | i | -7 |
| CC1(c2ccccc2)NCCN2C(=O)CSC21 (configuration not stated) | -7 | 0 | 2 | -1.7 | -14 | 0.4 | -2 | -1 | i | -1 |
| CNC(=O)Nc1ccc(C(O)(C(=O)OC)C(F)(F)F)cc1 (configuration not stated) | 3 | 0 | -2 | -0.3 | 3 | -0.4 | -4 | 3 | i | 0 |
| Fc1cccc(CN2CCN(c3ccc(Cl)cc3)CC2)c1 | -3 | 1 | -9 | 0.2 | -3 | -0.6 | -4 | -3 | i | -1 |

Copied from the list.
Under SUMO1 PPI mod, `CCOC(=O)[C@]12Cc3cc(OC)ccc3[C@H]1N(C)C(=O)c1ccccc12` has the entry -2
Under Tb MetRS inh, `COc1cc2c(cc1OC)-c1c(OC)c(OC)cc3c1C(C2)N(C)CC3` (configuration not stated) has the entry -0.8
Under Tb MetRS inh, `COC(=O)C1=C(C(=O)OC)C2OC1c1cc3ccccc3cc12` has the entry -0.3

An excerpt. The share of hits here may be higher or lower than overall.
